Source: PubChem BioAssay
p53ts 39C tox = kills p53ts cells at the nonpermissive temperature. AID 902. H1299-p53A138V viability at 39C, ATP luminescence, 24 h. Potency, µM (highest dose often 46.1 µM), for the others: top-dose activity change, negative = cell killing, hits mostly cytotoxic. 1.5% of 130,000 active; further: nearly all actives have a fitted effect of over 55% in size
IkB sig inh = inhibitors of IkB signaling in ABC-DLBCL cells; 0.04% of 110,000 active; Potency, µM (series often up to 57.1 µM), inactives show at the highest dose IkBa stabilization activation; ABC-DLBCL IkBa-CBG/CBR dual luciferase ratio, 4 h; response scale: scaled: untreated 0%, proteasome inhibitor 100%; AID 445; active means well fitted curve in the direction sought with a large enough effect in the signal ratio, not every such curve was filed as active; inconclusive means small, poorly fitted or top-dose-only effect, or a change in a side signal; the % refers to the signal ratio;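 further: the direction sought is a rising ratio; 0% = basal untreated cells and 100% = reference inhibitor full response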
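In this assay, an IκBα–CBG68 fusion accumulates when IKK-driven degradation is blocked; native CBR normalizes for cell number. OCI-Ly3 cells were treated 4 h with compound and doxycycline, then green and red light read after Chroma-Glo addition.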
Peg3 imprint = induces erasure of genomic imprints in mouse ES cells; Potency, µM (top dose mostly 60.7 µM), for the others: at the top dose activity change, positive = activation, hits mostly activators; 0.02% of 110,000 active; mouse ES Peg3-LacZ reporter, beta-gal luminescence, 40 h; AID 1948;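 further: 0% = negative control wells on the plate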
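Readout: BetaGlo luminescence (5 min, room temp) for LacZ from the normally silent maternal Peg3 allele in female Peg3LacZ-Neo ES cells. Cells 300/well, 40 h, 37C, 5% CO2. Data normalized per plate to negative controls.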
p53ts 32C tox = p53ts cell cytotoxicity, permissive temperature. H1299-p53A138V at 32C, ATP luminescence viability, 24 h. Potency, µM (doses to about 46.1 µM), inactives show at the top dose activity change, negative = cytotoxicity, hits mostly cytotoxic. 0.93% of 130,000 active. AID 924;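 further: 0% = DMSO and -100% = full killing by reference compound; nearly all actives have a fitted effect of over 55% in size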
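H1299-p53 A138V cells (temperature-sensitive p53) exposed 24 h to up to 46 uM compound at 32C, where p53 is wild-type in conformation. Viability read as ATP luminescence and normalised to DMSO and 100 uM tamoxifen. AC50 fitted with the Hill equation.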
Active calls of the source: *; ? = inconclusive; / = not tested or not shown; & = joins results of further samples; [ ] = dose if it differs, or a comment. Unless noted, the call rests on the fitted dose curve; in most records, active means well fitted curve in the direction sought with a large enough effect; inconclusive means small, poorly fitted or top-dose-only effect, or another doubt; inactive means no such curve, though single readings can be large; an effect the other way counts as inactive or inconclusive. Unless noted, on the % scale 0 is the no-effect control and ±100 the full control effect; potency means the concentration at half of the fitted maximal effect.

SMILES	p53ts 39C tox	IkB sig inh	Peg3 imprint	p53ts 32C tox
CSc1ncc(Cl)c(C(=O)Nc2nnc(SC)s2)n1	12%	-0.4%	10%	-4%
CCc1c2c(nc3cccc(C(C)C)c13)-c1cccc(=O)n1C2	7%	/	-17%	3%
CCn1c2c(c3cc(Br)ccc31)CCC/C2=N\O	-1%	1.6%	-6%	8%
O=C(O)CCCC(=O)Nc1ccc(C(=O)NCc2cccnc2)cc1	5%	1.1%	0%	-3%
COc1cccc(CNc2cc(C)nc3nc(-c4ccc(C)cc4)nn23)c1	7.9µM*	?	-14%[10.9 µM]	?
COC(=O)c1c(C)sc(-c2c(-c3ccc4c(c3)OCCO4)[nH]c3c2c(=O)n(C)c(=O)n3C)c1O	11%	?	-14%[10.9 µM]	24%
Cc1cc(NC(=O)C2CCCN(S(=O)(=O)c3cccc4nsnc34)C2)ccc1Br (configuration not stated)	7%	-0.7%	-11%[10.9 µM]	-1%
Fc1ccc(Nc2nc(SCc3cccc(Cl)c3)nc3ccccc23)cc1	?	?	-13%[10.9 µM]	13%
COC(=O)[C@@H]1CC[C@H](C)[C@@H](c2ccc(C)cc2)N1C(=O)c1ccc(/C=N\O[C@@H](C)CN2CCCc3nc(C)c(C)cc32)cc1	9%[9.22 µM]	/	/	10%[9.22 µM]
Cc1cc(C)cc(N2C(=O)N(CC(=O)c3ccc(Br)cc3)c3ccccc3S2(=O)=O)c1	4%	-3.0%	6%[10.9 µM]	-2%
Cc1cnc(CNc2ncnc3ccc(-c4ccoc4)cc23)cn1	-1%	-2.2%[11.4 µM]	-6%	9%
CCN(CC)CCNC(=O)c1ccc(NC(C)=O)cc1	-8%&-6%	-2.7%	5%&-7%	-1%&5%
COc1cccc(NC(=O)CN(C)S(=O)(=O)c2ccc3nc(C)sc3c2)c1	2%	-0.9%	29%[10.9 µM]	-8%
COc1ccc(C)cc1NC(=O)CN1CCN(S(=O)(=O)c2ccc(Br)cc2)CC1	4%&12%	-0.3%	-4%[10.9 µM]	2%&3%
O=C(CCc1nc(-c2ccccc2F)no1)NCCc1ccccc1Cl	-9%	3.4%	-6%	4%
COc1cccc(-c2nc(CSCC(=O)NCCc3ccc(Cl)cc3)c(C)o2)c1	?	?	-13%[10.9 µM]	13%
O=C(COc1ccccc1-c1nnc(-c2ccccc2)o1)Nc1ccc(Br)cc1F	16%	?	-1%[10.9 µM]	3%
Cc1ccc(P(=O)(OCCN2CCOCC2)C(C)(C)C)o1 (configuration not stated)	-13%	-0.8%	-3%	-1%
CCCC(Cl)CCCC(Cl)CCC(Cl)CCC(Cl)CCC(Cl)CCCC(Cl)CCC (configuration not stated)	-3%	1.6%	3%	-1%[1.84 µM]
COCCc1nn2c(=O)cc(COC(=O)c3cccs3)nc2s1	-16%	84%	-13%[10.9 µM]	2%
O=C(Nc1ccc(Cl)cc1C(=O)Nc1ccccn1)c1ccco1	-3%	?	-3%	3%
CCN(CC)CCCNc1oc(-c2ccc(OC)c(OC)c2)nc1C#N	-6%	-1.0%	-1%	-3%
Cc1ccc(CNC(=O)c2ccc(N3Cc4ccccc4Oc4ncccc43)s2)cc1	-3%	?	-16%[10.9 µM]	4%
CCn1cc2nc(SCc3cccc(C(F)(F)F)c3)n(Cc3ccc(C)cc3)c(=O)c2n1	11%	2.0%	-13%[10.9 µM]	5%
COc1ccc(NC(=O)CSC2=Nc3ccccc3C3=NC(CCC(=O)NC4CCCCC4)C(=O)N23)cc1 (configuration not stated)	-18%	0.4%	15%[10.9 µM]	-4%
Cc1c(-c2cccs2)[n+](=O)c2c(n1[O-])CCC2	2%	0.2%	-2%	12%
c1csc(CNc2ncncc2-c2ccc3c(c2)OCO3)c1	-18%	1.5%[11.4 µM]	2%	5%
CCOc1ccc(CNCc2c(C(=O)O)c(C)n(Cc3c(F)cccc3Cl)c2C)cc1OC	-11%	?	-5%[10.9 µM]	3%
Cc1cc(C)cc(-n2nnc(-c3nc(-c4ccccc4F)no3)c2C)c1	-4%	-3.1%	-7%[10.9 µM]	-11%
O=C(NCc1ccccn1)c1cc2cc(Br)ccc2oc1=O	10%	-4.8%	-13%	0%

Pulled one by one from the list above (4):
SMILES	p53ts 39C tox	IkB sig inh	Peg3 imprint	p53ts 32C tox
COCCc1nn2c(=O)cc(COC(=O)c3cccs3)nc2s1	-16%	84%	-13%[10.9 µM]	2%
O=C(NCc1ccccn1)c1cc2cc(Br)ccc2oc1=O	10%	-4.8%	-13%	0%
CCn1cc2nc(SCc3cccc(C(F)(F)F)c3)n(Cc3ccc(C)cc3)c(=O)c2n1	11%	2.0%	-13%[10.9 µM]	5%
COc1cccc(-c2nc(CSCC(=O)NCCc3ccc(Cl)cc3)c(C)o2)c1	?	?	-13%[10.9 µM]	13%

Other results
SMILES	p53ts 39C tox	IkB sig inh	Peg3 imprint	p53ts 32C tox
CC(=O)Nc1ccc(C(=O)CSc2nnc3ccc4ccccc4n23)cc1	20%	2.2%	-7%[10.9 µM]	-7%
CCOc1ccc(NC(C)=O)cc1N	8%	1.8%	-7%	12%[1.84 µM]
CC1(C)CC(=O)c2cn3c(nc2C1)nc1ccccc13	6%	-1.1%	-6%	13%
Fc1cc2nccnc2cc1N1CCSCC1	1%	-0.4%	15%	5%
CCC(=O)c1ccc(N2CCN(C(=O)COc3ccc(F)cc3)CC2)c(F)c1	-3%	2.7%	-19%	-3%
CC1=C(C(=O)Nc2ccccc2)C(c2ccc(C)o2)n2c(s/c(=C\c3ccco3)c2=O)=N1 (configuration not stated)	13%	?	-37%[inhibitor]	12%
CCCCOC(=O)n1c(SCC(=O)N(CC)CC)nc2ccccc21	-11%	?	-16%	9%
CNc1nnc(CSc2nc(C)cc(C)n2)s1	7%	-1.7%	-17%	4%
CCOC(=O)c1cc(-c2ccc(OC)cc2)n(CCC(=O)Nc2ccc(OC)cc2OC)c1C	24%	?	18%[10.9 µM]	10%
CCn1c(=O)cc(OCC(=O)NCc2ccccc2OC)c2ccccc21	-12%	3.5%	-11%[10.9 µM]	-2%
O=C(CCC(=O)N1Cc2ccccc2Oc2ncccc21)NCc1cccc(Cl)c1	-2%	?	20%[10.9 µM]	3%
COc1cccc(-c2ncnn2-c2sc3c(c2C#N)CCCCC3)c1OC	-7%	0.1%	-8%[10.9 µM]	-5%
Cc1ccc(CCNC(=O)C2CC(=O)N(CCc3ccc(C)cc3)C2)cc1 (configuration not stated)	-16%	1.4%	-12%[10.9 µM]	8%
O=C(c1ccccc1)N1CCN(CC#Cc2ccccc2)CC1	-10%	1.7%	-33%[inhibitor]	-11%
COc1ccccc1N1CCN(C(=O)CSc2nc3ccccc3c(=O)n2CC2CCCO2)CC1 (configuration not stated)	13%	?	-14%	3%
S=C1SCN(C2CCCCCCCCCCC2)CN1C1CCCCCCCCCCC1	2%[9.22 µM]	0.8%[11.4 µM]	-8%[10.9 µM]	5%[9.22 µM]
CCOc1ccc2nc(NC(=O)C3CCCN(S(=O)(=O)c4cccs4)C3)sc2c1 (configuration not stated)	3%	?	-21%	-3%
Cn1c(C(=O)NCC2CCCO2)cc2c(=O)[nH]c3ccccc3c21 (configuration not stated)	-19%	-1.6%	-18%	2%
CCOc1ccc(N(C(=O)Cn2nnc3ccccc32)C(C(=O)NCc2ccccc2)c2ccc(OC)cc2)cc1 (configuration not stated)	-13%	0.2%	-3%[10.9 µM]	3%
CCOC(=O)Cn1c(=O)n(CC2CCCO2)c2nc(-c3cc(OC)ccc3OC)nc(C(N)=O)c21 (configuration not stated)	-13%	3.2%	-9%[10.9 µM]	0%
COc1cc(NC(=O)c2ccco2)c(OC)cc1NC(=O)Nc1cccc(Cl)c1	-8%	0.3%	-21%	-2%
Cc1nc2nncn2c(Nc2ccc(F)cc2)c1C	-8%	-3.0%	-16%[10.9 µM]	0%
COc1cccc(NC(=O)Cn2cnc3sc(C)c(S(=O)(=O)N4CCN(C)CC4)c3c2=O)c1	7%	?	-7%	17%
[O-]/[N+](=C/c1cccnc1)c1ccc(Br)cc1	-10%	?	-23%	-24%
CC1CSc2nnc(CCc3ccccc3)n21 (configuration not stated)	-6%	-0.4%	-3%	0%
COc1ccc(C2(C(=O)NCCCN3CCOCC3)CCOCC2)cc1	3%	1.2%	1%	2%
FC(F)(F)c1ccccc1-c1nc(-n2ccnc2)c2ccccc2n1	10%	1.5%[11.4 µM]	?	20%
Cc1ccc(Cl)cc1N1CCN(C(=O)C2CCC(=O)N2C(C)C)CC1 (configuration not stated)	-21%	1.0%	-25%	-8%
CCN(CC)C(=O)Cn1cc(SCC(=O)Nc2ccc(C)cc2)c2ccccc21	-8%	-0.4%	-13%[10.9 µM]	-6%
CCCSC1=N/C(=C\c2ccsc2)C(=O)S1	12%	/	/	0%
COc1ccc2c(c1)c(N1CCCC1=O)c(C(=O)Nc1cc(C)c(Cl)cc1OC)n2C	3%	?	2%[10.9 µM]	-5%
CC(=O)Nc1ccccc1C(=O)N1CCc2ccccc21	0%	1.2%	1%	-12%
Cc1cc(=O)oc2cc(OCC(=O)Nc3c(C(C)C)cccc3C(C)C)ccc12	3%	4.4%	-12%[10.9 µM]	-2%
Cn1c(COc2ccccc2)nnc1SCc1cc(=O)[nH]c2ccccc12	2%	-0.3%	-6%	2%
CCn1c(SC/C=C/c2ccccc2)nnc1-c1cccs1	8%	3.7%	-18%	-4%
CCC(=O)N1CCc2cc(Br)cc(S(=O)(=O)CCC(=O)Nc3cccc(Cl)c3)c21	6%	?	-7%[10.9 µM]	-2%
Cc1nc2cnc(N3CCOCC3)nc2n(CCC#N)c1=O	-5%	-1.7%[11.4 µM]	/	5%
COc1ccc(-c2noc(N(c3ccc(F)c(Cl)c3)c3nc(-c4ccc(OC)c(OC)c4)no3)n2)cc1OC	7%	1.9%	-11%[10.9 µM]	0%
COc1ccc(C(CNC(=O)COc2ccccc2C#N)N2CCOCC2)cc1 (configuration not stated)	1%	0.7%	0%	-1%
CC1CCCCC1NS(=O)(=O)c1ccc(-n2cnnn2)cc1 (configuration not stated)	-4%	-0.2%	/	-1%
Cn1c(Cc2ccccc2)nnc1SCC(=O)N1CCN(c2ccccc2)CC1	2%	-2.6%	-14%	7%
CN1CCN(CCCNC(=O)c2cc3c(=O)n(C)c4ccccc4c3s2)CC1	10%	5.5%	-25%	-4%
CCn1c(SCC(=O)Nc2nc(C)c(C)s2)nnc1-c1cccnc1	-12%	-0.7%	7%	8%
CCOc1ccc(CCNC(=O)c2ccc3c(c2)c(C)c(C)n3Cc2ccccc2)cc1OCC	-7%	-2.5%	-19%[10.9 µM]	-5%
Cc1cccc(NC(=O)c2c(NC(=O)C(F)(F)F)sc3c2CCCCC3)c1	?	?	-16%[10.9 µM]	-12%
Cc1ccc(C)c2[nH]c(=O)c(C(c3nnnn3C3CCCC3)N3CCOCC3)cc12 (configuration not stated)	-4%	1.6%	-4%	-3%
COC(=O)c1ccc2c(c1)sc(=NC(=O)c1ccc(S(=O)(=O)N3CCCCC3)cc1)n2C	42%[activator]	-0.9%	-17%[10.9 µM]	10%
Cc1ccc(Sc2ccc(N3CCCC(C(=O)Nc4ccc(Cl)cc4)C3)nn2)cc1 (configuration not stated)	-5%	5.1%	-5%[10.9 µM]	13%
COc1cc(OC)c(C2N(C)c3ccccc3N2C)cc1OC	-6%	1.9%	-10%	-1%
O=C(Nc1cccc(-c2nc3ccccc3o2)c1)c1ccc(-c2ccc(Br)cc2)o1	-6%	?	-13%[10.9 µM]	-1%
Cc1ccc(-n2c(SCC(=O)NCc3ccco3)nnc2-c2cccnc2)cc1	-2%	/	/	4%
Cc1ccc(NC(=O)c2cc(C)nc3c2c(C)nn3-c2cccc(Cl)c2C)c(C)c1	20%	-0.4%	3%[10.9 µM]	13%
Clc1ccc2nc(CN3CCCc4ccccc43)cn2c1	-15%	2.3%	7%	-10%
CCCNC(=O)Cn1cccc1C(=O)c1ccccc1	-9%	0.6%	-5%	10%
O=C(c1ccccc1)c1coc2ccc(O)c(CN3CCOCC3)c12	6%	-0.3%	-7%	8%
COc1ccc(CNC(=O)C2CCN(S(=O)(=O)c3c(C)n[nH]c3C)CC2)cc1	5%	-0.5%	11%	-4%
